# From PubChem BioAssay
# Keap1-Nrf2 PPI: Keap1-Nrf2 protein-protein interaction inhibitors, primary screen, biochemical, fluorescence polarization, single point | inhibition, % at 9.4 µM | Keap1 Kelch-Nrf2 peptide fluorescence polarization, 1536-well | Kelch-like ECH-associated protein 1 (Homo sapiens), Q14145 | 0.15% of 340,000 active; in the data active = inhibition above about 12%; inconclusive = no clear call, values can overlap the other calls; inactive = below about 7.3%;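 note: human Keap1 Kelch domain with fluorescein labeled Nrf2 9mer peptide probe; 0% = neutral control wells and 100% = peptide positive control; higher means more block of Keap1 binding to Nrf2 peptide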
# Target sequence (Q14145 whole entry, looked up, the tested form may be a part): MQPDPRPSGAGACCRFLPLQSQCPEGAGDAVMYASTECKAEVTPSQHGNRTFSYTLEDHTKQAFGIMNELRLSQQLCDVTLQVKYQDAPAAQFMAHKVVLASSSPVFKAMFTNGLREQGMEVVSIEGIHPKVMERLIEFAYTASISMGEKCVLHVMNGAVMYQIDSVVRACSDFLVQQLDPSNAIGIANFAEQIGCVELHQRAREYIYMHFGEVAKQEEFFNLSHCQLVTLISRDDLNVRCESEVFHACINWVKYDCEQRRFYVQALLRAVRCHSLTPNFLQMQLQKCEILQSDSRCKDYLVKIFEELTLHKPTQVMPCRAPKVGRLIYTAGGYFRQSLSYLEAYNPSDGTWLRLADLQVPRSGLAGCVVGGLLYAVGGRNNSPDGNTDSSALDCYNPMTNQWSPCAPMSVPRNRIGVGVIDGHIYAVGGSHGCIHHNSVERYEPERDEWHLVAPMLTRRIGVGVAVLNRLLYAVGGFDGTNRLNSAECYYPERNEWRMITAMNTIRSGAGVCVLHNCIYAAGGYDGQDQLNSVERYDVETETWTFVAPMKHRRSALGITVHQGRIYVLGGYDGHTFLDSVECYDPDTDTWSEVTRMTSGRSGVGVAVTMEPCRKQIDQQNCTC
# SR-BI DiI-HDL act: activators of SR-BI mediated DiI-HDL uptake, primary screen, ldlA[mSR-BI] CHO cells, DiI fluorescence; activation, % at 12.5 µM; 3 h; 100 = double the neutral-control signal; 0.096% of 320,000 active; AID 504775, 2011;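 active = mean replicate activation of at least 60% and every replicate at or above 60%; inconclusive = mean or all-replicate condition met, but not both; inactive = mean below 60% and not all replicates reaching 60%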;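 note: 0% = median plate neutral-control signal and 100% = twice that signal; values of inactives mirror those of a sister screen read the other way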
#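 Material: SR-BI-overexpressing, LDLR-lacking CHO cells | Dosing: Single compound concentration, delivered by pin transfer | Probe or stimulus: Labelled HDL, 10 µg/mL | Signal: Bottom-read cell fluorescence after medium removal, ex 550/em 595 nm | Schedule: 3 h, 37 °C | Evaluation: HDL uptake via cellular fluorescence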
# PvdQ inh: P. aeruginosa PvdQ acylase inhibitors, primary screen, biochemical, fluorescence, plate reader and imaging, single point | 0.063% of 340,000 active | AID 488965, 2010 | inhibition, % at 10 µM | PvdQ acylase [Pseudomonas aeruginosa LESB58] | purified PvdQ acylase; in the data active = inhibition above about 30%, passing the limit was not always enough; inconclusive = no clear call, values can overlap the other calls;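 note: 0% = vehicle neutral wells and 100% = reference inhibitor wells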
# NSD2 inh: NSD2 histone methyltransferase inhibitors, primary screen, biochemical, AlphaScreen, single concentration, set 2; 0.54% of 310,000 active; Histone-lysine N-methyltransferase NSD2 (Homo sapiens), O96028; inhibition, % at 12.5 µM; NSD2 peptide methylation, 120 min; in the data active = inhibition above about 50%
# C-LANA FP: inhibitors of KSHV C-LANA binding to DNA, primary screen, biochemical, fluorescence polarization, FAM-LBS DNA, MBP-C-LANA, single point; inhibition, % at 9 µM; Kaposi's sarcoma herpesvirus LANA C-terminal domain (residues 932-1162) DNA binding; 0.078% of 340,000 active;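 active = highest replicate inhibition at or above 60% at 9 µM, even if other replicates fall short; inactive = all replicates below 60% inhibition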;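 note: 0% = neutral control wells and 100% = 4 µM acridine orange control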
# DAGLB inh: DAGLB lipase inhibitors, primary screen, biochemical, fluorescence, HTS; HEK293T DAGLB membrane lysate, EnzChek fluorogenic substrate; 0.059% of 340,000 active; inhibition, % at 5.17 µM; in the data active = inhibition above about 34%;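 note: 0% = enzyme with vehicle and 100% = wells lacking enzyme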
# SR-BI HDL uptake: inhibitors of SR-BI mediated HDL lipid uptake, primary screen, ldlA[mSR-BI] cells, fluorescence, single point | Scavenger receptor class B member 1 (Mus musculus), Q61009 | ldlA[mSR-BI] CHO cells, DiI-HDL uptake fluorescence, 3 h | inhibition, % at 12.5 µM | 0.96% of 320,000 active;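 active = mean replicate inhibition of at least 70% and a set share of replicates each scoring 70 or more; inconclusive = meets just one of the two criteria; inactive = fails both criteria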;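 note: 0% = median of neutral control wells and 100% = median of positive control wells; values of inactives mirror those of a sister screen read the other way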
# Arr AP2 block: inhibitors of beta-arrestin/AP2 binding, primary screen, biochemical, GPCR trafficking, flow cytometry; beta-arrestin 1 C-terminal peptide binding to AP2 beta2-adaptin appendage (human); FITC-arrestin peptide / GST-AP2 beads; AP2 beta2 appendage carries R879A mutation; inhibition, % at 10 µM; 0.31% of 340,000 active;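 active = inhibition above a set limit, near 3 SD of compounds lacking own fluorescence, cut at about 54% in these data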;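 note: plate controls were DMSO wells for no effect and 5 µM unlabelled arrestin peptide for full effect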
#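 System: GST-AP2 R879A glutathione beads; medium: PBS, Tween 20 0.05%, BSA 0.1%; reagent: fluorescein-tagged arrestin peptide at 50 nM final; schedule: pre-incubation 12 min, peptide binding 1 h, room temperature; detection: flow cytometry, FL1 (488/535 nm); read-out: inhibition as reduced fluorescein signal on beads, percent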
# RTF Ca sens inh: cardiac RTF calcium sensitivity inhibitors, primary screen, biochemical, IANBD-TnC fluorescence, EC70 calcium; Troponin I, cardiac muscle (Homo sapiens) + Troponin T, cardiac muscle (Homo sapiens) + …; IANBD-labeled cardiac RTF, Ca2+ fluorescence; inhibition, % at 7.15 µM; 0.12% of 340,000 active; AID 493244, 2011;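 active = inhibition above the mean inhibition of all tested compounds plus 3 SD, cut at about 17% in these data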;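 note: assay run at fixed EC70 calcium of 1.6 mM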
# PKA-R2B activ: activators of PKA-R2B holoenzyme, primary screen, biochemical, fluorescence polarization, Cy5-IP20, human; cAMP-dependent protein kinase catalytic subunit beta (Homo sapiens) + cAMP-dependent …; PKA-R2B holoenzyme dissociation; R2B truncated from residue 108, S112A mutant; 0% DMSO only, 100% 113 µM cGMP; activation, % at 11.4 µM; 0.079% of 340,000 active;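 active = activation above a cutoff set at the mean over all compounds plus 3 SD, cut at about 18% in these data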;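 note: higher means more holoenzyme dissociation and a rise in polarization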
# Target sequence (P31323 whole entry, looked up, other chains not shown, the tested form may be a part): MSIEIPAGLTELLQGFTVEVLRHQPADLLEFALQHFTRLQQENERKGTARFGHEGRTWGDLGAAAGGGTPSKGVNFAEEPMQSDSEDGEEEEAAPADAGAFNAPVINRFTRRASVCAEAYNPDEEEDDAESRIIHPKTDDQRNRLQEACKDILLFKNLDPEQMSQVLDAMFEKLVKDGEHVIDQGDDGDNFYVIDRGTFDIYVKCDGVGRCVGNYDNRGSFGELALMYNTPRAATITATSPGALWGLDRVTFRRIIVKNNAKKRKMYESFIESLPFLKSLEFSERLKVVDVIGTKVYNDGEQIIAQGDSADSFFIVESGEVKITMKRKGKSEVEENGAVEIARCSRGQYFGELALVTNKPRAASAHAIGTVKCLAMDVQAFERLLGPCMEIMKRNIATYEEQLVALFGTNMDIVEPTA
# Active calls of the source: *; u = inconclusive; x = not tested or not shown.
# Letters – A = Keap1-Nrf2 PPI; B = SR-BI DiI-HDL act; C = PvdQ inh; D = NSD2 inh; E = C-LANA FP; F = DAGLB inh; G = SR-BI HDL uptake; H = Arr AP2 block; I = RTF Ca sens inh; J = PKA-R2B activ
> Cc1ccc(C(=O)Nc2cccnc2)cc1NC(=O)c1ccco1
  A: -2	B: -16	C: 0	D: -1	E: -1.6	F: 0	G: 16	H: -4	I: 0	J: 1

> O=C(c1cccc(Cl)c1)N1CCCC(C(=O)N2CCN(c3ccccc3)CC2)C1 (centres undefined)
  A: 0	B: -1	C: -15	D: 1	E: 0.7	F: 3	G: 1	H: -7	I: 4	J: -10

> O=C(COS(=O)c1ccccc1)Nc1cc(Cl)ccc1N1CCOCC1 (centres undefined)
  A: 4	B: -4	C: -7	D: -1	E: -0.8	F: -2	G: 4	H: -8	I: -5	J: -8

> Cc1nn(C)cc1CN(C)C(=O)c1nn2c(c1Cl)NC(c1cccs1)CC2C(F)(F)F (centres undefined)
  A: -2	B: 9	C: 7	D: -1	E: 0.1	F: -2	G: -9	H: 15	I: 3	J: 1

> Cc1ccc(S(=O)(=O)N2CCN(c3cccc(C)c3)CC2)cc1
  A: -3	B: x	C: -10	D: 0	E: -0.5	F: -14	G: x	H: -11	I: 5	J: 6

> CCCn1c(N)c(N(CCOC)C(=O)c2ccc([N+](=O)[O-])cc2Cl)c(=O)[nH]c1=O
  A: 1	B: x	C: -6	D: -2	E: 0.9	F: 0	G: x	H: -2	I: -2	J: -5

> O=C(NCc1ccc2c(c1)OCO2)c1ccc(C2SCC(=O)N2Cc2ccco2)cc1 (centres undefined)
  A: -1	B: -1	C: -8	D: 4	E: -1.4	F: 2	G: 1	H: 7	I: -8	J: 1

> Cc1cc(C)c(NC(=O)CNC(=O)COC(=O)/C=C/c2cccs2)c(C)c1
  A: 1	B: 8	C: -1	D: -1	E: -0.5	F: 5	G: -8	H: -7	I: -12	J: 3

> O=C(c1ccc(Br)cc1)N1CCN(c2ncccn2)CC1
  A: 0	B: 8	C: -10	D: 18	E: -2.0	F: 6	G: -8	H: -2	I: -4	J: -7

> C/C(CC(=O)Nc1ccc2c(c1)OCCO2)=N\NC(=O)COc1ccccc1C
  A: 0	B: 10	C: 5	D: 0	E: 0.7	F: -2	G: -10	H: -1	I: 7	J: 12

# Quoted at random: four records from the list.
# Letters – A = Keap1-Nrf2 PPI; B = SR-BI DiI-HDL act; C = PvdQ inh; D = NSD2 inh; E = C-LANA FP; F = DAGLB inh; G = SR-BI HDL uptake; H = Arr AP2 block; I = RTF Ca sens inh; J = PKA-R2B activ
> Cc1nn(C)cc1CN(C)C(=O)c1nn2c(c1Cl)NC(c1cccs1)CC2C(F)(F)F (centres undefined)
  A: -2	B: 9	C: 7	D: -1	E: 0.1	F: -2	G: -9	H: 15	I: 3	J: 1

> O=C(NCc1ccc2c(c1)OCO2)c1ccc(C2SCC(=O)N2Cc2ccco2)cc1 (centres undefined)
  A: -1	B: -1	C: -8	D: 4	E: -1.4	F: 2	G: 1	H: 7	I: -8	J: 1

> C/C(CC(=O)Nc1ccc2c(c1)OCCO2)=N\NC(=O)COc1ccccc1C
  A: 0	B: 10	C: 5	D: 0	E: 0.7	F: -2	G: -10	H: -1	I: 7	J: 12

> O=C(COS(=O)c1ccccc1)Nc1cc(Cl)ccc1N1CCOCC1 (centres undefined)
  A: 4	B: -4	C: -7	D: -1	E: -0.8	F: -2	G: 4	H: -8	I: -5	J: -8

# (list continues)
# Letters – A = Keap1-Nrf2 PPI; B = SR-BI DiI-HDL act; C = PvdQ inh; D = NSD2 inh; E = C-LANA FP; F = DAGLB inh; G = SR-BI HDL uptake; H = Arr AP2 block; I = RTF Ca sens inh; J = PKA-R2B activ
> CC(C)CN1CCC(=O)N([C@H](CO)c2ccccc2)CC1
  A: -2	B: 22	C: -16	D: x	E: 0.7	F: 0	G: -22	H: 10	I: -4	J: -7

> Cc1ccccc1OCC(=O)Nc1ccc(N2CCN(C(=O)c3ccco3)CC2)cc1
  A: 1	B: -47	C: -12	D: 9	E: -0.3	F: 2	G: 47	H: 27	I: 10	J: -1

> CCC(=O)NC(=S)Nc1ccc(S(=O)(=O)NC(C)C)cc1
  A: -2	B: -3	C: -12	D: 3	E: 0.9	F: -1	G: 3	H: 9	I: 1	J: -4

> COC(=O)CCN1CCC(c2cc(-c3cccc(C(F)(F)F)c3)n[nH]2)CC1
  A: -1	B: 5	C: 12	D: 1	E: -2.5	F: -2	G: -5	H: 5	I: -2	J: 6

> CCOc1ccc2oc(C(=O)Nc3ccc4c(c3)OCO4)c(C)c2c1
  A: 3	B: -5	C: -12	D: 5	E: 1.6	F: -4	G: 5	H: -9	I: 4	J: -10

> NS(=O)(=O)c1ccc(N2CCOCC2)c(C(=O)NCCCSc2ccccc2)c1
  A: 0	B: 12	C: -19	D: -4	E: 0.1	F: -1	G: -12	H: -9	I: -4	J: -4

> Nc1c(Br)c(=O)[nH]c(=O)n1-c1ccc(F)cc1
  A: -6	B: 0	C: -12	D: 1	E: 0.7	F: 0	G: 0	H: 8	I: -3	J: 1

> CC1=C(C(=O)OC(C)(C)C)C(c2ccc3ccccc3c2)NC(=O)N1C (centres undefined)
  A: -2	B: u	C: -20	D: -2	E: -0.2	F: 0	G: -152	H: 0	I: -10	J: -16

> O=C(CNC(=O)c1ccc(Cl)cc1Cl)OCc1nc2ccccc2s1
  A: -7	B: 7	C: -12	D: -3	E: 0.0	F: -3	G: -7	H: 4	I: -6	J: 5

> CS(=O)(=O)N(CC(=O)N1CCN(Cc2ccc3c(c2)OCO3)CC1)C1CCCCC1
  A: -7	B: 9	C: 9	D: 0	E: x	F: -3	G: -9	H: 10	I: -4	J: -4

> CCN(CC)C1CCN(C(=O)c2ccc(OC3CCN(Cc4ccccn4)CC3)cc2)C1 (centres undefined)
  A: -3	B: 2	C: 5	D: 10	E: 0.7	F: -1	G: -2	H: 14	I: -7	J: -2

> OCc1ccccc1CN1CCCCCC1
  A: -8	B: 12	C: -1	D: 3	E: -0.5	F: 1	G: -12	H: 6	I: -7	J: 3

> CC(NC(=O)CCCCCNC(=O)N1CCn2c1nc1ccccc12)c1ccccc1 (centres undefined)
  A: 3	B: -13	C: 4	D: 2	E: 0.5	F: 1	G: 13	H: 47	I: -4	J: -3

> CC/C=C(/NC(C)=O)c1ccccc1
  A: -2	B: 14	C: -10	D: x	E: -0.7	F: 2	G: -14	H: -1	I: -4	J: 14

> COc1ccc(-n2nnnc2-c2cn(C)nc2C(F)(F)F)cc1
  A: -1	B: -13	C: -15	D: -2	E: 1.2	F: -6	G: 13	H: 4	I: -1	J: -10

> O=c1c(-c2ccc(Br)cc2)coc2c(CN3CCOCC3)c(O)ccc12
  A: -3	B: -7	C: -9	D: 1	E: -0.2	F: 3	G: 7	H: -3	I: -5	J: -2

> CC(C)C(OC(=O)CN1C(=O)c2ccccc2C1=O)C(=O)NC1CCCC1 (centres undefined)
  A: 1	B: x	C: -9	D: -5	E: 1.1	F: 1	G: x	H: -3	I: -15	J: 3

> CCC(=O)N1CCc2cc(Br)cc(S(=O)(=O)NCc3ccco3)c21
  A: -21	B: 8	C: 5	D: x	E: -0.2	F: -4	G: -8	H: 11	I: 6	J: -15

> COc1cc(OC)cc(-c2nc3ccccc3c(=O)o2)c1
  A: -4	B: -1	C: -6	D: -1	E: -0.6	F: 1	G: 1	H: 25	I: 1	J: 16

> COc1ccc(C(=O)Oc2c(CN3CCOCC3)cc(Cl)c3cccnc23)cc1
  A: 1	B: 17	C: -8	D: 2	E: -0.1	F: 1	G: -17	H: 8	I: 6	J: -6

> Cc1onc(-c2ccccc2)c1C(=O)Nc1nc2c(s1)C(=O)CC(C)(C)C2
  A: -5	B: -19	C: -3	D: -3	E: 0.4	F: 1	G: 19	H: -5	I: 2	J: -8

> CC(CCc1ccccc1)NC(=O)COC(=O)c1cc(NS(=O)(=O)c2ccc(Cl)c([N+](=O)[O-])c2)ccc1O (centres undefined)
  A: -3	B: -38	C: -16	D: x	E: 1.6	F: 5	G: 38	H: 7	I: -3	J: -10

> CC(CN1CCCC1)OC(=O)COc1ccccc1 (centres undefined)
  A: -5	B: 1	C: 9	D: -3	E: 0.0	F: 2	G: -1	H: -11	I: 2	J: -15

> CCOc1ccc(C(CC(=O)O)NC(=O)c2ccco2)cc1OC (centres undefined)
  A: -3	B: -2	C: -11	D: 1	E: -0.1	F: 0	G: 2	H: 13	I: -10	J: -6

> CC(C)CC(=O)Nc1ccc(-c2cn3ccsc3n2)cc1
  A: -5	B: 7	C: -5	D: 2	E: 0.2	F: 1	G: -7	H: 0	I: 2	J: 0

> NC(=O)C1CCN(C(=O)C2CCC(=O)N(CC3CCCCC3)C2)CC1 (centres undefined)
  A: -5	B: -2	C: -7	D: -1	E: 0.7	F: 1	G: 2	H: -15	I: -2	J: 0

> O=C(O)CCCNS(=O)(=O)c1ccc2c(c1)OCCCO2
  A: 3	B: 14	C: -2	D: 2	E: 14	F: 2	G: -14	H: -13	I: 5	J: -12

> COc1ccc(Cl)cc1NC(=O)CCCN1C(=O)CCC1=O
  A: -2	B: -21	C: -4	D: -3	E: 0.5	F: -2	G: 21	H: -8	I: 2	J: -12

> O=C(c1ccc(NS(=O)(=O)c2cccc3cccnc23)cc1)N1CCCCC1
  A: -3	B: 26	C: -3	D: 6	E: -1.9	F: -3	G: -26	H: -4	I: -3	J: -3

> CC(C)Oc1ccccc1/C=N/NC(=O)c1ccccc1Cl
  A: -2	B: -77	C: 7	D: 1	E: -3.3	F: 0	G: 77*	H: 7	I: 1	J: -11

# Hits appear at their usual frequency. Share with any hit: about 2.1%.
